Autophagy HCS: autophagy modulation, high-content screen; 190,000 compounds, 0.98% hits; calls only at 10 µM (by protocol); MEF GFP-LC3 puncta imaging; test concentration mostly 10 µM;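 active means percentage of spot-positive cells more than 3 SD above its plate mean, without a fluorescence outlier flag or 80% toxicity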;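 further: spot-positive cell cutoff set from DMSO-treated cells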
NOD1 NF-kB reporter: NOD1 signaling inhibitors, primary screen, cell-based, luminescence, uHTS (AID 1578); NOD1-driven NF-kB luciferase reporter cells, luminescence; higher % means a stronger effect; inhibition, % at 4 µM; hits with a dose series show EC50 in µM; 290,000 compounds, 1% hits; in the data active means inhibition mostly above about 36%, no sharp cut-off; inactive means mostly below about 34%;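 further: HEK-293T reporter cells stimulated with the NOD1 agonist gamma-tri-DAP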
b-catenin transl: modulators of beta-catenin nuclear translocation. AID 1665. nuclear translocation activity, % at 5 µM. HeLa beta-catenin nuclear translocation, immunofluorescence imaging. 190,000 compounds, 0.3% hits;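 active means nuclear translocation activity above 50% at 5 µM, with a well cell count of 50 or more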;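 further: per-cell ratio of nuclear to cytoplasmic median beta-catenin stain intensity; plate controls were DMSO negative control for no effect and GSK-3 inhibitor IX positive control for full effect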
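System: HeLa cells, endogenous beta-catenin; compound dosing: 5 µM primary single dose, 0.1% DMSO, 0.02–20 µM confirmation series; incubation: 24 h compound exposure at 37°C, 5% CO2; signal: beta-catenin immunofluorescence imaging with DAPI; evaluation: % activation, nuclear-to-cytoplasmic median beta-catenin signal ratio per cell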
M17LAP inhibition: P. falciparum M17LAP inhibitors, primary screen, biochemical, fluorogenic H-Leu-NHMec substrate, 1536-well (AID 1619) | recombinant M17LAP, H-Leu-NHMec fluorogenic kinetic assay; higher % means a stronger effect | one-dose inhibition, % at 30 µM; IC50 in µM for titrated hits | 220,000 compounds, 0.38% hits;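 active means compound inhibiting the enzyme by more than half at any dose during confirmatory dose-response retesting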;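 further: plate controls were full reaction with DMSO carrier for no effect and no enzyme background for full effect; strong numbers were not always called active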
Dynein cargo inh: blocks dynein driven cargo transport along microtubules; z-score, hits read low; 3617.4 mouse cells, GR-EGFP nuclear translocation imaging; test concentration mostly 20 µM; stimulated with dexamethasone, 1 µM; stronger effect = lower value; AID 1381; 220,000 compounds, 0.47% hits;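 active means plate z-score of nuclear minus cytoplasmic receptor signal below a set negative limit, without overly bright fluorescence or cell loss, cut at about -3.5 in these data, passing the limit was not always enough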;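 further: z-score of nuclear minus cytoplasmic ring GR-EGFP intensity difference per well; some compounds called inactive have numbers as strong as hits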
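Buffer or medium – tet-free medium with charcoal-stripped serum · Signal – automated 10x imaging of fixed Hoechst-stained cells · Also added – dexamethasone agonist, 1.0 µM final, for 30 min · Incubation – induction 48 h, compound 1 h, agonist 30 min · Read-out – GR-EGFP nuclear translocation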
Yfh1-depleted yeast: enhancers of respiration in Yfh1-depleted yeast, dose response, Friedreich's ataxia, plus single-dose screen (AID 1465); S. cerevisiae Yfh1-off respiration, WST-1 reduction, 72 h; higher fold induction means a stronger effect; fold induction at 50 µM; hits with a dose series show EC50 in µM; 220,000 compounds, 0.074% hits;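 active means fold induction of absorbance versus untreated yeast above a set limit, then at least 30% activation at any dose in follow-up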;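 further: activators that raise dye reduction in frataxin-depleted yeast; strong numbers were not always called active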
HEK293 NOD2/NF-kB: inhibition of NOD2-driven NF-kB reporter – cell-based, luminescence, uHTS, HEK293 (AID 1566); HEK293 NOD2/NF-kB luciferase reporter, luminescence; higher % means a stronger effect; inhibition, % at 4 µM; hits with a dose series show EC50 in µM; 290,000 compounds, 0.63% hits; in the data active means inhibition above about 50%; further: many of its hits are not listed in these tables
Insulin prom up: MIN6 insulin promoter up-regulation. MIN6 insulin promoter-GFP reporter, high-content imaging; stronger effect = higher value. z-score at 5 µM. 190,000 compounds, 0.3% hits;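 active means z-score above 3 at 5 µM with at least 500 cells counted in the well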
MT stabilize HCS: stabilizes microtubules in HeLa cells; HeLa tubulin immunostaining HCS, 24 h; share of cells brighter than vehicle mean+2SD; % tubulin-high responders, % at 10 µM; 200,000 compounds, 0.83% hits; AID 2205;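 active means plate Z-score above 3 for both tubulin-high and condensed-nucleus cell shares, with cell loss under 80%, at 10 µM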;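 further: anti alpha tubulin signal scored within the nucleus-defined area of each cell; some results filed as inactive read as strong as hits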
Dynein cargo inh cytoplasmic EGFP: second read-out of Dynein cargo inh, no call of its own (marks repeat the call); z-score; measured here: cytoplasmic GR-EGFP intensity; stronger effect = higher value
Dynein cargo inh nuclear GR-EGFP: second read-out of Dynein cargo inh, no call of its own (marks repeat the call); z-score; measured here: nuclear GR-EGFP intensity;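 lower value marks the stronger effect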
Dynein cargo inh cell count: also measured in Dynein cargo inh; calls as there; z-score; measured here: cell count per field
Insulin prom up cell count: recorded beside Insulin prom up, whose call it bears; cell count; measured here: cytotoxicity, nuclei count;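 total cells summed across four imaged fields per well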
b-catenin transl cell count 5 µM: also measured in b-catenin transl; calls as there; cell count; measured here: cell count, cytotoxicity flag
MT stabilize HCS Hoechst-high %: recorded beside MT stabilize HCS, whose call it bears; % Hoechst-high responders; measured here: nuclear condensation Hoechst responders;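 share of cells brighter than vehicle mean plus two SD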
MT stabilize HCS cytotoxicity %: second read-out of MT stabilize HCS, no call of its own (marks repeat the call); toxicity, %; measured here: cytotoxicity by cell density;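 0% = mean cell density of plate MIN control wells and 100% = no cells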
Autophagy HCS cell loss 18 h: further read-out of Autophagy HCS, marked with its call; toxicity, %; measured here: cell loss, nuclei count;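 cell loss after 18 h compound exposure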
* = called active by the depositor; i = inactive; / = no result given; + = active, no number.

SMILES | Autophagy HCS | Autophagy HCS cell loss 18 h | NOD1 NF-kB reporter | b-catenin transl | b-catenin transl cell count 5 µM | M17LAP inhibition | Dynein cargo inh | Dynein cargo inh cytoplasmic EGFP | Dynein cargo inh nuclear GR-EGFP | Dynein cargo inh cell count | Yfh1-depleted yeast | HEK293 NOD2/NF-kB | Insulin prom up | Insulin prom up cell count | MT stabilize HCS | MT stabilize HCS Hoechst-high % | MT stabilize HCS cytotoxicity %
COc1ccc(C(C)=O)cc1COC(=O)CNC(=O)c1cc(C)cc(C)c1 | i | -2 | -20% | -3.7 | 1069 | 5% | -0.14 | -0.13 | 0.15 | -1.3 | i | 9% | 0.02 | 1516 | 1.7 | 3.6 | 7.2
COc1ccc(C2c3ccc(O)cc3Oc3ncn4nc(-c5ccccn5)nc4c32)cc1OC (stereo not given) | / | / | 6% | 3.9 | 1356 | 3% | 0.08 | -0.17 | 0.03 | -0.22 | i | 29% | -0.4 | 1093 | / | / | /
Cc1ccc2nc(SCC(=O)Nc3ccccc3N3CCOCC3)c(C#N)cc2c1 | + | 31* | 38% | -5.8 | 413 | 3% | -0.98 | -0.23 | -0.43 | 0.56 | / | -2% | 1.2 | 1179 | 46* | 35* | 28*
COc1ccc(-c2[nH]ncc2CN2CCCC(C(=O)c3cccc(OC)c3)C2)cc1 (stereo not given) | i | 11 | -21% | -0.9 | 994 | 29% | -1.2 | -0.24 | -0.36 | 0.76 | i | 2% | / | / | 2.6 | 1.1 | 5.2
C[C@@H](C(=O)NCc1ccccn1)[C@H]1C[C@]1(C)[C@H](NC(=O)OCc1ccccc1)c1ccccc1 | i | 2 | / | / | / | 8% | -0.23 | -0.25 | 0.36 | 0.47 | i | / | 0.05 | 1257 | 5.3 | 2.9 | 7.7
Cc1[nH]c2ccccc2c1C(c1ccccn1)N1CCC(C)CC1 (stereo not given) | i | -15 | 43% | -1.7 | 1403 | -9% | -0.0019 | 0.16 | 0.92 | -0.22 | i | 42% | 0.13 | 1567 | 3.1 | 1.7 | 6.5
COCCNC(=S)N/N=C(\C)c1ccc2cc(OC)ccc2c1 | i | -48 | -14% | 0.1 | 578 | -9% | 1.4 | -0.23 | 1.8 | -0.9 | i | -6% | 3.4* | 1261* | 2.1 | 1.5 | 0.4
CC(C)CC(=O)NC1(C(F)(F)F)C(=O)Nc2c1c(=O)[nH]c(=O)n2Cc1ccco1 (stereo not given) | i | 14 | 9% | -8.0 | 1010 | -3% | 0.46 | -0.17 | 0.41 | -0.18 | / | -3% | 0 | 1179 | 2.9 | 1.5 | 9.9
COCCn1nnnc1CN1CCC(C)CC1 | i | 3 | -37% | 0.2 | 1000 | -7% | 2.1 | -0.19 | 0.89 | -0.54 | i | -1% | 0.56 | 1057 | 3.0 | 1.1 | 1.7
Cc1cccc(C(=O)O/N=C(\N)c2cccc([N+](=O)[O-])c2)c1 | i | -4 | -15% | 1.1 | 1397 | -1% | -0.42 | 0.33 | -0.26 | -0.31 | i | -87% | -0.21 | 1604 | 1.1 | 1.7 | 8.3
COc1ccc(-c2nnc(SCC(=O)N3CCOCC3)n2C)cc1OC | i | 27 | -23% | -2.0 | 562 | 12% | 0.72 | -0.19 | 0.3 | -1.1 | i | 1% | / | / | 3.8 | 2.3 | 9.3
COc1cc(NC(=O)c2cc(-c3cccnc3)nc3ccc(Br)cc23)cc(OC)c1 | i | -12 | 5% | 4.8 | 1422 | 2% | 0.76 | -0.2 | 1.1 | -0.61 | i | 23% | -1.2 | 1259 | 3.7 | 3.4 | 10

Only NOD1 NF-kB reporter and Autophagy HCS cell loss 18 h, for some of the entries so far:
smiles	NOD1 NF-kB reporter	Autophagy HCS cell loss 18 h
Cc1ccc2nc(SCC(=O)Nc3ccccc3N3CCOCC3)c(C#N)cc2c1	38%	31*
COc1ccc(-c2[nH]ncc2CN2CCCC(C(=O)c3cccc(OC)c3)C2)cc1 (stereo not given)	-21%	11

Next compounds
SMILES | Autophagy HCS | Autophagy HCS cell loss 18 h | NOD1 NF-kB reporter | b-catenin transl | b-catenin transl cell count 5 µM | M17LAP inhibition | Dynein cargo inh | Dynein cargo inh cytoplasmic EGFP | Dynein cargo inh nuclear GR-EGFP | Dynein cargo inh cell count | Yfh1-depleted yeast | HEK293 NOD2/NF-kB | Insulin prom up | Insulin prom up cell count | MT stabilize HCS | MT stabilize HCS Hoechst-high % | MT stabilize HCS cytotoxicity %
NC(=S)Cc1ccc(Cl)cc1Cl | / | / | -1% | 1.0 | 1305 | -3% | 1.4 | -0.14 | 1 | -1.4 | i | 13% | -0.17 | 1072 | / | / | /
COc1ccc(S(=O)(=O)N2CCC(C(=O)N3CCc4ccccc4C3)CC2)cc1C | i | -12 | -13% | -5.2 | 1197 | 8% | 0.28 | -0.29 | 0.42 | 0.43 | i | 16% | -1.3 | 1311 | 1.4 | 1.4 | 5.5
CS(=O)c1ccccc1-c1nc(-c2cccc(Cl)c2)no1 (stereo not given) | i | -4 | -2% | -1.2 | 1085 | 8% | 0.021 | -0.27 | 0.38 | -0.28 | i | -38% | / | / | 2.4 | 2.1 | 1.2
COC(=O)C(NC(=O)c1ccccc1)(Nc1nccs1)C(F)(F)F (stereo not given) | i | -1 | 4% | -3.8 | 908 | 7% | 0.83 | -0.43 | 0.24 | -0.54 | i | 5% | 0.79 | 1993 | 5.1 | 3.3 | 12
CC(=O)N1CCN(Cc2nc3cc(NC(=O)c4ccc(Cl)cc4)ccc3n2C)CC1 | i | 3 | -1% | / | / | -4% | 0.048 | -0.33 | -0.22 | 0.2 | i | 13% | / | / | 1.1 | 1.7 | 9.2
CCCCC(C(=O)O)C(C)CC(=O)NNC(=O)c1ccco1 (stereo not given) | i | 6 | -20% | -0.3 | 1622 | 14% | -0.78 | -0.31 | -0.26 | 0.74 | i | -15% | 2.9 | 1626 | 3.1 | 2.3 | 4.5
CCOc1ccc(Br)cc1S(=O)(=O)Nc1ccc(Cl)c(S(=O)(=O)N(C)C)c1 | i | 15 | 8% | -1.5 | 1134 | 1% | -0.16 | -0.2 | 0.062 | -0.47 | i | -4% | 0.3 | 1487 | 4.4 | 1.9 | 5.2
Cc1ccccc1N(C(=O)Cc1c[nH]c2ccccc12)C(C(=O)NC1CCCCC1)c1ccco1 (stereo not given) | i | 4 | -19% | -2.7 | 530 | 0% | -0.59 | -0.3 | -0.56 | 0.23 | i | -2% | -0.07 | 1458 | 2.8 | 4.2 | 4.2
S=C(NC1CCCCC1)N1CCCCC1 | / | / | 10% | 0.5 | 1364 | -14% | 0.32 | 0.87 | 0.75 | -0.68 | i | -9% | 0.4 | 1093 | / | / | /
CC(=O)c1cccc(NC(=O)c2csc(-n3nc(C)cc3C(F)(F)F)n2)c1 | i | -2 | 16% | 0.7 | 1414 | 3% | -0.96 | -0.43 | -0.38 | 0.76 | i | 11% | -0.26 | 1329 | 2.2 | 1.8 | 8.4
CCC(Sc1nc(C)cc(=O)[nH]1)C(=O)Nc1nc(-c2ccccc2)cs1 (stereo not given) | i | -10 | 43% | 1.9 | 991 | 7% | -0.34 | -0.28 | -0.1 | 0.65 | i | 21% | 0.12 | 879 | 2.0 | 1.0 | 5.4
CCOc1ccc(-c2cc(C(=O)NN=C3CCN(C)CC3)[nH]n2)cc1 | i | 22 | -15% | -0.9 | 1106 | 5% | 0.73 | -0.12 | 0.29 | -0.54 | i | -12% | 0.9 | 1402 | 3.1 | 1.4 | 6.4
CC(C)NC(=O)CSc1nnc(-c2ccco2)n1N | i | 7 | 2% | 0.3 | 1074 | -8% | -1.1 | 0.49 | -0.34 | 0.6 | i | 18% | 0.06 | 850 | 2.1 | 2.3 | 3.7
CCN(Cc1ccccc1)S(=O)(=O)c1cc(C(=O)O)ccc1OC | i | -14 | 25% | 0.4 | 1102 | 13% | -0.78 | -0.22 | -0.36 | 0.79 | i | 18% | 0.6 | 1006 | 1.8 | 2.1 | 4.9
Cc1ccccc1OCC(=O)N/N=C/c1cccn1C | i | 8 | -20% | -1.7 | 912 | 17% | -0.84 | -0.25 | -0.32 | 0.94 | i | 1% | 0.28 | 1374 | 4.8 | 2.8 | 7.0
Cc1ccc(CN2CCS(=O)(=O)CC2)o1 | i | 1 | 10% | -2.3 | 985 | -8% | 0.16 | -0.35 | -0.00024 | 0.47 | i | 4% | 1.2 | 1151 | 1.6 | 2.2 | 9.3
C=CCn1nnnc1-c1cccc(Cl)c1 | i | 13 | -14% | 2.4 | 1027 | -9% | 0.55 | -0.32 | 0.21 | -0.41 | i | -11% | -0.01 | 1284 | 1.3 | 2.9 | 6.3
S=C(Nc1ccc(Br)cc1)NC1CCCCC1 | i | 3 | -36% | -0.6 | 993 | 7% | -0.07 | -0.26 | 0.12 | -0.028 | i | -61% | -0.09 | 1259 | 1.7 | 1.3 | 1.1
Cc1ccc(C(=O)Nc2nnc(-c3cccs3)s2)cc1C | i | 15 | -38% | -1.0 | 1372 | -13% | 2.3 | -0.15 | 1.1 | -0.72 | / | -46% | -0.15 | 1648 | 2.3 | 1.6 | 11
Cc1ccc(NC(=O)CS(=O)Cc2nc(-c3ccc(C)cc3)oc2C)cc1 (stereo not given) | i | -15 | 9% | -0.8 | 1120 | 4% | -0.17 | -0.25 | -0.079 | 0.1 | i | 3% | -0.54 | 990 | 2.2 | 3.3 | 9.1
COc1ccc(-c2noc(=O)[nH]2)cc1 | i | 20 | -30% | -3.0 | 550 | -10% | -0.49 | -0.3 | 0.62 | 0.03 | i | 2% | 0.02 | 1295 | 2.2 | 2.1 | 0.7

Screening results (PubChem BioAssay)

These rows are one share of the data; rates above refer to the full screens.
